Epigenetic derep – regulators of epigenetic silencing causing reporter derepression in mouse cells; murine LDR cells, GFP reporter derepression, 30 h; Potency, µM (highest dose often 53.9 µM), for inactives: at the top dose GFP activation, usual class: activators; AID 1865; actives 0.2% (n = 280,000); active means well fitted activation curve with a large enough effect; inconclusive means small, poorly fitted or top-dose-only effect; further: % of control where 0% means no effect; nearly all actives have a fitted effect of over 60% in size
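Murine LDR cells carrying a silenced, genomically integrated CMV-driven GFP reporter were exposed to compound for 30 hours at 37 C. After PBS washes, GFP-positive cells (20–120 um objects) were counted by laser-scanning microplate cytometry.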
Numbers without * were called inactive. Potency means the concentration at half of the fitted maximal effect. These rows are one share of the data. The share of hits here may be higher or lower than overall.

The opening 3 entries as a preview:
CN(C1CCCCC1)S(=O)(=O)c1ccc2c(c1)c(=O)c(C(=O)NCc1ccc(Cl)cc1)cn2C was read as Epigenetic derep 0.3%.
For COc1ccccc1OCCCSc1nc(-c2ccc(C(C)(C)C)cc2)nc2cc(=O)[nH]n12 the results were Epigenetic derep -3.1%.
`O=C(NCc1ccccc1Cl)c1cc2cccc3c2n1CCS3` gave Epigenetic derep -1.2%.

This part in full, previewed entries included:
CN(C1CCCCC1)S(=O)(=O)c1ccc2c(c1)c(=O)c(C(=O)NCc1ccc(Cl)cc1)cn2C was read as Epigenetic derep 0.3%.
For COc1ccccc1OCCCSc1nc(-c2ccc(C(C)(C)C)cc2)nc2cc(=O)[nH]n12 the results were Epigenetic derep -3.1%.
`O=C(NCc1ccccc1Cl)c1cc2cccc3c2n1CCS3` gave Epigenetic derep -1.2%.
Screening CN(c1ccccc1)S(=O)(=O)c1ccc(NC(=O)c2cc(=O)c3ccccc3o2)cc1 returned Epigenetic derep -1.9%.
Cc1ccccc1CNC(=O)c1nn(-c2ccccc2F)nc1CO was read as Epigenetic derep -2.6%.
Screening COc1ccc(-n2nc(C(=O)N(C)c3cccc(C(F)(F)F)c3)c3c4ccccc4n(C)c3c2=O)cc1 returned Epigenetic derep -2.7%.
For CCOC(=O)c1cc(-c2ccc(C)cc2)n(CCC(=O)NCCc2ccc(C)cc2)c1C the results were Epigenetic derep 0.8%.
Screening CCOC(=O)Cn1c(=O)oc2cc(S(=O)(=O)Nc3ccccc3F)ccc21 returned Epigenetic derep 0.0%.
Screening CC(C)COc1ccc(C(=O)N(Cc2cccc(F)c2)C2CCS(=O)(=O)C2)cc1 (stereo unspecified) returned Epigenetic derep -0.8%.
Screening COc1ccc(NC(=O)Cn2c(=O)n(-c3ccccc3)c(=O)c3c4c(sc32)CCCC4)c(OC)c1 returned Epigenetic derep 4.4%.
For Cc1ccc(CNC(=O)c2nc(S(=O)(=O)Cc3ccc(C)cc3)ncc2Cl)cc1 the results were Epigenetic derep -3.4%.
CCN(C(=O)CSc1ncc2c(n1)-c1cc(Cl)ccc1N(Cc1ccccc1)S2(=O)=O)c1cccc(C)c1 was read as Epigenetic derep -1.8%.
Screening COc1cc(C(=O)CC2(O)C(=O)N(Cc3ccccc3Cl)c3ccccc32)cc(OC)c1OC (stereo unspecified) returned Epigenetic derep 3.2%.
For COC(=O)c1ccccc1NC(=O)c1ccc(-c2nc(COc3ccccc3)c(C)o2)cc1 the results were Epigenetic derep -5.7%.
Cc1ccc(-c2onc(C)c2C)cc1S(=O)(=O)NCc1ccco1 was read as Epigenetic derep 3.4%.
O=C(Nc1ccccc1)c1ccc2c(O)c(S(=O)(=O)c3ccc(Cl)cc3)c(=O)[nH]c2c1 was read as Epigenetic derep -1.4%.
`Cc1ccccc1Oc1nc2ccccn2c(=O)c1/C=C(\C#N)c1nc2ccccc2[nH]1` gave Epigenetic derep 11µM*.
CCC(=O)Nc1ccc(CC)cc1-c1nc2ccccc2n(CC(=O)c2ccc(OC)cc2)c1=O was read as Epigenetic derep 0.7%.
CCOc1ccc(-c2nc3cc(NC(=O)COc4cccc(C)c4)ccc3o2)cc1 was read as Epigenetic derep 3.2%.
CCOc1ccccc1C(=O)Nc1ccc2nc(N(CC)CC)cc(C)c2c1 was read as Epigenetic derep 7.7%.
COc1ccc(NC(=O)CCc2nnc3n(CC(C)C)c(=O)c4ccccc4n23)cc1OC was read as Epigenetic derep 0.8%.
Cc1ccc(Nc2c3c(nc4ccccc24)CCC3)cc1F was read as Epigenetic derep -1.4%.
Screening CCCCOc1ccc(C2c3c(oc4ccc(C)cc4c3=O)C(=O)N2CCCN(C)C)cc1OCC (stereo unspecified) returned Epigenetic derep -1.0%.
`COc1ccc(CCCc2nnc(SCC(=O)Nc3cccc(F)c3C)o2)cc1` gave Epigenetic derep 0.3%.
For Cc1ccc(NC(=O)CN(c2ccccc2)S(=O)(=O)N(C)C)cc1Cl the results were Epigenetic derep 6.6%.
For Nc1nc(N)c(S(=O)(=O)c2ccccc2)c(Nc2ccc(F)cc2)n1 the results were Epigenetic derep -0.2%.
CCC(Cn1nnc2ccccc2c1=O)NC(=O)Nc1cc(C)cc(C)c1 (stereo unspecified) was read as Epigenetic derep -5.0%.
For CCOc1ccc(C2C(C(=O)OC)=C(C)NC3=C2C(=O)c2ccccc23)cc1OC (stereo unspecified) the results were Epigenetic derep -1.3%.
`CC(C)(C)C1CCc2nc(NC(=O)c3ccc([N+](=O)[O-])cc3)sc2C1` (stereo unspecified) gave Epigenetic derep 2.6%.
For CN(C)CCNC(=O)CN1C(=O)COc2ccc(S(=O)(=O)N3CCCC3)cc21 the results were Epigenetic derep -1.1%.
For Cc1c(CNC(C)CCc2ccccc2)c(C(=O)O)c(C)n1Cc1ccc(F)cc1Cl (stereo unspecified) the results were Epigenetic derep -3.2%.
`COc1ccc(CNC(=O)c2cc3cc(OC)ccc3oc2=O)cc1` gave Epigenetic derep 2.1%.
Screening CCC(=O)N1CCc2cc(Br)cc(S(=O)(=O)CCC(=O)NCc3ccccc3OC)c21 returned Epigenetic derep -1.1%.
For Cc1ccc(C(=O)CSc2nc(-c3ccccc3)nc3c2CCCC3)cc1C the results were Epigenetic derep -0.3%.
COc1cc2ccccc2cc1C(=O)Nc1ccc2oc(-c3ccc(F)cc3Cl)nc2c1 was read as Epigenetic derep 0.0%.
Cc1ccc(N2CCN(C(=O)c3cn(C)c4ccc(S(=O)(=O)N5CCC(C)CC5)cc4c3=O)CC2C)cc1 (stereo unspecified) was read as Epigenetic derep -0.8%.
For CCCn1c(CCC(=O)Nc2cc(C(=O)OC)cc(C(=O)OC)c2)nc2cccnc21 the results were Epigenetic derep 1.2%.
`COc1ccc2c(CNCc3ccc(Cl)cc3)c(C(=O)O)n(Cc3ccccc3C)c2c1` gave Epigenetic derep 3.2%.
`COc1cccc(CNC(=O)CCc2cn(Cc3ccccc3Cl)c3ccccc23)c1` gave Epigenetic derep 6.8%.
For Cc1cc(C)cc(NC(=O)C2CCCN(C(=O)c3cnn(-c4ccccc4)c3-n3cccc3)C2)c1 (stereo unspecified) the results were Epigenetic derep -3.2%.
For COC(=O)C1=C(CS(=O)(=O)c2cc(Cl)ccc2OC)NC(=O)NC1c1ccccc1 (stereo unspecified) the results were Epigenetic derep -0.4%.
CCc1ccc(NC(=O)CSc2nc(-c3ccccc3)no2)cc1 was read as Epigenetic derep 0.2%.
COC(=O)c1ccc(NC(=O)CSc2ncc3c(n2)-c2cc(Cl)ccc2N(Cc2ccccc2)S3(=O)=O)cc1 was read as Epigenetic derep inconclusive.
Screening COc1ccc(S(=O)(=O)n2ccnc2)cc1C(C)(C)C returned Epigenetic derep -1.1%.
For CCOc1ccc(C(=O)N2CCc3cc(OC)c(OC)cc3C2COc2ccc3c(C)cc(=O)oc3c2)cc1OCC (stereo unspecified) the results were Epigenetic derep -1.5%.
`Cc1ccc(NC(=O)Cn2c(=O)n(CCC(=O)NCc3ccccc3Cl)c(=O)c3ccccc32)c(C)c1` gave Epigenetic derep -1.8%.
`COc1ccccc1CNC(=O)CSc1nc(-c2ccc(OC)c(OC)c2)cc(C(F)(F)F)n1` gave Epigenetic derep -0.1%.
Screening O=C(O)CSc1c2c(nc3cc(C(=O)Nc4ccc(F)c(Cl)c4)ccc13)CCC2 returned Epigenetic derep -2.0%.
`CCOc1ccc2nc(Cl)c(C3CC(c4ccc(C)cc4)=NN3C(=O)CCCC(=O)O)cc2c1` (stereo unspecified) gave Epigenetic derep 1.9%.
CCc1ccc(NC(=O)c2sc3nc4c(cc3c2N)CN(CC)CC4)cc1 was read as Epigenetic derep 0.0%.
`COc1ccc(-c2nc3ccccc3s2)cc1NC(=O)c1cccc([N+](=O)[O-])c1C` gave Epigenetic derep -1.1%.
For O=c1c2sccc2n(Cc2cc(=O)n3ccccc3n2)c(=O)n1-c1cc(F)ccc1F the results were Epigenetic derep -0.9%.
CC(C)OCCCNC(=O)CCCn1c(=O)[nH]c2ccsc2c1=O was read as Epigenetic derep -1.1%.
For CCCCOC(=O)/C(C#N)=C\c1ccc(-c2ccc(Cl)cc2)o1 the results were Epigenetic derep 0.8%.
For O=C(NCCn1cc(SCc2cccc(F)c2)c2ccccc21)c1cccc(C(F)(F)F)c1 the results were Epigenetic derep -0.2%.
For CCCCSCCCNC(=O)c1cn(CC)c2ccc(S(=O)(=O)N(C)C3CCCCC3)cc2c1=O the results were Epigenetic derep -2.1%.
Screening Cc1ccc(CNC(=O)Cn2c(=O)n(-c3ccccc3)c(=O)c3c2c2cc(C)ccc2n3C)cc1 returned Epigenetic derep -1.2%.
Cc1ccc(CCNC(=O)CN2C(=O)COc3ccc(S(=O)(=O)N4CCCCCC4)cc32)cc1 was read as Epigenetic derep 1.9%.
Screening CCc1ccc(C2CC(=O)c3c([nH]c(C(=O)OC4CCCC4)c3C)C2)cc1 (stereo unspecified) returned Epigenetic derep 2.7%.
Screening Cc1ccc(NC(=O)c2ccc(N(Cc3ccccc3)S(C)(=O)=O)cc2)cc1 returned Epigenetic derep 2.4%.
`CC(C)CNC(=O)CCSc1nc(-c2ccc3c(c2)OCO3)cc(C(F)(F)F)n1` gave Epigenetic derep 1.9%.
CCc1ccc(-n2c(=O)c3c4c(sc3n(Cc3ccc(F)cc3)c2=O)CCCC4)cc1 was read as Epigenetic derep -0.9%.
Cc1cccc(NC(=O)C2CCN(c3nnc(-n4c(C)ccc4C)s3)CC2)c1C was read as Epigenetic derep 0.3%.
Screening COc1ccc(CNC(=O)c2ccc(Cn3c(=O)c4cccn4c4cccnc43)cc2)c(OC)c1 returned Epigenetic derep 8.3%.
Screening O=C1CC(c2nnc(Cc3cccc(Cl)c3)o2)CN1c1ccccc1 (stereo unspecified) returned Epigenetic derep 1.8%.
For COc1cc(-c2nc3nc(C)cc(C)n3c2Nc2ccc(Cl)cc2)ccc1O the results were Epigenetic derep -0.9%.
Screening CCOc1ccc(-c2nonc2NC(=O)c2ccco2)cc1OCC returned Epigenetic derep -1.9%.
CCCN(Cc1cccs1)C(=O)Nc1cc(Cl)ccc1C was read as Epigenetic derep 0.5%.
`COc1ccc(NC(=O)C2=C(C)Nc3nc(SCc4ccccc4)nn3C2c2cc(OC)ccc2OC)cc1` (stereo unspecified) gave Epigenetic derep 3.2%.
Screening CCCOc1ccc(NC(=O)C(=O)NCCCN2CCOCC2)cc1 returned Epigenetic derep -2.9%.
CCn1c(=O)c(C(=O)Nc2ccc(C(C)=O)cc2)nc2ccccc21 was read as Epigenetic derep 1.0%.
COc1cccc(-c2ccc(-c3noc(-c4ccccc4Br)n3)c(OC)n2)c1 was read as Epigenetic derep -1.0%.
For O=C(Nc1cc2c(cc1C(=O)c1cccc(Br)c1)OCCO2)c1ccccc1F the results were Epigenetic derep 3.0%.
For CCc1ccc(Cn2nnc(C(=O)Nc3ccc(C)cc3)c2N)cc1 the results were Epigenetic derep 0.0%.
CC(C)Oc1cccc(C2CC(=O)Nc3cc4c(cc32)OCO4)c1 (stereo unspecified) was read as Epigenetic derep 3.7%.
Screening CCCCCn1c(=O)[nH]c2cc(C(=O)N3CCN(c4cccc(C)c4)C(C)C3)ccc2c1=O (stereo unspecified) returned Epigenetic derep -1.4%.
`CC(C)c1ccc(S(=O)(=O)N2CCC(n3c(C(F)(F)F)nc4cccnc43)CC2)cc1` gave Epigenetic derep -3.1%.
For Cc1ccc(Nc2cc(C)c(C#N)c3nc4ccccc4n23)c(C)c1 the results were Epigenetic derep 0.0%.
Cc1ccc(NC(=O)Nc2nnc(N(C)Cc3ccccc3)s2)c(C)c1 was read as Epigenetic derep -2.5%.
Screening C=C(C)CSc1nc2sc3c(c2c(=O)n1-c1ccccc1)CC(C(C)C)OC3 (stereo unspecified) returned Epigenetic derep -0.5%.
Screening CCc1cccc(NC(=O)Cc2nc(-c3ccc(OC)cc3)no2)c1 returned Epigenetic derep 4.9%.
CC(=O)Nc1ccc(-c2cc(C(=O)O)c3c(-c4ccccc4)[nH]nc3n2)cc1 was read as Epigenetic derep 0.2%.
`Cc1ccc(C)c(NC(=O)Cn2c(-c3nonc3N)nc3ccccc32)c1` gave Epigenetic derep -0.5%.
`COc1ccc(CCNC(=O)CCCCn2c(=O)c3ccccc3n(Cc3ccccc3C)c2=O)cc1OC` gave Epigenetic derep -0.9%.
Screening COc1ccc(/C=C/c2nc(-c3ccccc3O)n(-c3ccccc3)n2)cc1OC returned Epigenetic derep 1.0%.
`Cc1cccc(-c2nc(SCc3ccc(Br)cc3)n3[nH]c(=O)cc3n2)c1` gave Epigenetic derep 1.7%.
For CCC(C(=O)NCCc1cc(OC)ccc1OC)n1nc(C)c2c(C)n(-c3ccccc3)nc2c1=O (stereo unspecified) the results were Epigenetic derep 2.6%.
CC1Cc2cc(S(=O)(=O)CCC(=O)NCc3ccccc3Cl)ccc2N1C(=O)C1CC1 (stereo unspecified) was read as Epigenetic derep 5.8%.
`COc1cccc(NC(=O)CC2C(=O)OCCN2Cc2ccccc2)c1` (stereo unspecified) gave Epigenetic derep 0.8%.
Screening CCc1c(C)c2ccc3c(c2oc1=O)CN(Cc1ccccc1)CO3 returned Epigenetic derep -1.3%.

A run of entries from further up, for reference:
`Cc1cccc(-c2nc(SCc3ccc(Br)cc3)n3[nH]c(=O)cc3n2)c1` gave Epigenetic derep 1.7%.
For CCC(C(=O)NCCc1cc(OC)ccc1OC)n1nc(C)c2c(C)n(-c3ccccc3)nc2c1=O (stereo unspecified) the results were Epigenetic derep 2.6%.
CC1Cc2cc(S(=O)(=O)CCC(=O)NCc3ccccc3Cl)ccc2N1C(=O)C1CC1 (stereo unspecified) was read as Epigenetic derep 5.8%.
`COc1cccc(NC(=O)CC2C(=O)OCCN2Cc2ccccc2)c1` (stereo unspecified) gave Epigenetic derep 0.8%.
Screening CCc1c(C)c2ccc3c(c2oc1=O)CN(Cc1ccccc1)CO3 returned Epigenetic derep -1.3%.
